Compound activity: PubChem, Broad Institute
DENV2 CPE: inhibitors of DENV2 cytopathic effect; DENV2-infected cells, cytopathic effect rescue, plate reader; CPE inhibition, % at 9.99 µM; hit rate 1.7% among 350,000; in the data active = CPE inhibition above about 20%, passing the limit was not always enough; inconclusive = no clear call, values can overlap the other calls; tested in BHK-21 cells;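 note: 0% = median of neutral control wells and 100% = median of positive control wells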
CASP6 VEID inh: caspase-6 (human) enzyme inhibition. purified caspase-6, Z-VEID-R110 cleavage fluorescence. hit rate 0.53% among 350,000. inhibition, % at 12.5 µM;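 active = mean inhibition across replicates at least about 35%, with every replicate also reaching that limit, limit read from the data; inconclusive = only one of the two criteria met; inactive = neither criterion met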;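 note: 0% = median of neutral control wells and 100% = no fluorescence left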
Target sequence (P55212 24-179 limits assumed): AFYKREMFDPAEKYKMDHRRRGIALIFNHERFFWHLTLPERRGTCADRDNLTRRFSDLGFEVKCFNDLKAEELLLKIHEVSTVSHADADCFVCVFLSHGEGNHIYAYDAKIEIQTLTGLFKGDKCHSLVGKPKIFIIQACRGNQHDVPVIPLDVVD
Target sequence (P55212 194-293 limits assumed): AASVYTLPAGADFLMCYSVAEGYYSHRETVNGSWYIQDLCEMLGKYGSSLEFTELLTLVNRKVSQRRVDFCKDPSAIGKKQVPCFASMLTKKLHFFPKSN
INS-1E GSIS act: GLuc luminescence reporter in INS-1E cells, primary screen for activators of glucose-dependent secretion of insulin. INS-1E GLuc reporter insulin secretion, 2-3 h. hit rate 0.61% among 370,000. activation, % at 16.6 µM;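 active = lowest replicate activation of at least 40%, so every replicate reaches that level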;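 note: 0% = median of neutral control wells and 100% = median of IBMX positive control wells; some compounds called inactive have numbers as strong as hits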
RAD52 inh: blocks human RAD52 DNA annealing; recombinant RAD52 DNA annealing, FRET fluorescence; inhibition, % at 18.7 µM; hit rate 0.46% among 360,000;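 active = every replicate showing at least 50% inhibition; inconclusive = mean inhibition at least 50% but not in every replicate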
Target sequence (P43351 whole entry, looked up): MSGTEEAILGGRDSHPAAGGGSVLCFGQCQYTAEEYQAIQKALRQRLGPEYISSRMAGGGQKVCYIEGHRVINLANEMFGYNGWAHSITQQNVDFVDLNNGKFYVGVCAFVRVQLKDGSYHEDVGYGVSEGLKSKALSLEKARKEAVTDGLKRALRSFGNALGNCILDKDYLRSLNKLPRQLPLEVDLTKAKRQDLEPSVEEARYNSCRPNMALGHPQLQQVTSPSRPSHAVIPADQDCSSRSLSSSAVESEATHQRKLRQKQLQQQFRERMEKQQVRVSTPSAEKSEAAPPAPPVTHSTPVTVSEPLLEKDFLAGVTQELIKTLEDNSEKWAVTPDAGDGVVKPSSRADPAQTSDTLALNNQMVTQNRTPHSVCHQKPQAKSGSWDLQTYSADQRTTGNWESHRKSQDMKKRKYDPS
E-sel inducer: E-selectin induction on HUVECs | P16581 | HUVEC E-selectin immunofluorescence imaging; normalized: neutral wells 0, TNF-alpha wells 100 | activation, % at 7.58 µM | hit rate 0.37% among 260,000;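 active = mean E-selectin-positive cell signal at least 10% of the positive control, reached in at least 60% of replicates, without over 20% cell loss; inconclusive = no rule given, readout overlaps actives, possibly toxicity-flagged; inactive = the rest, including those meeting only one limit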;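 note: in these data hits start at about 27%; measured in HUVEC primary endothelial cells; signal is the percent of cells scored E-selectin positive by PE staining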
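Read-out: % PE-positive cells | Test system: HUVEC | Doses: One compound dose added by pin transfer | Buffer or medium: EGM-2 over gelatin coat | Signal: Immunofluorescence imaging | Benchmarks: TNF-alpha, DMSO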
XiGFP reactiv: activators of X-chromosome reactivation in mouse fibroblasts; hit rate 0.055% among 360,000; activation, % at 7.58 µM; AID 743238; XiGFP mouse fibroblasts, % GFP-positive cells imaging, 3 d; cells co-treated with 5-aza-dC sensitizer; scaled so ellipticine positive control = 100%;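 active = mean normalized replicate activation at least 10% and every replicate at or above 10%; inconclusive = only one of the two criteria met; inactive = mean below 10% and not all replicates reach 10%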;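 note: 0% = median of on-plate neutral control wells and 100% = ellipticine 6 µM median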
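Material: XiGFP fibroblasts, SV40-immortalized; Buffer or medium: DMEM containing 5-aza-dC; Compound dosing: single point; Times: 3 days compound exposure.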
RAD54 inh: inhibitors of human RAD54 branch migration; Q92698; RAD54 Holliday junction branch migration, FAM/BHQ fluorescence; inhibition, % at 10.4 µM; hit rate 0.14% among 360,000; AID 602329;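 active = mean normalized replicate activity at least 40 and at least half of replicates scoring 40 or more; inconclusive = only one of the two criteria met; inactive = mean below 40 and under half of replicates reaching 40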;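 note: 0% = median of neutral control wells and 100% = median of positive control wells; inhibitors cause a drop in the FAM fluorescence signal; in these data hits start at about 50%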
CFTR F508del cor: CFTR F508del correction in bronchial cells. CFBE cells, YFP halide quenching; stimulated with forskolin plus potentiator P3; % fluorescence drop versus neutral controls. AID 720511. activity (quench increase), % at 7.58 µM. hit rate 0.36% among 350,000;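 active = mean added fluorescence quench of at least 8% versus neutral control, with both replicates also reaching 8%; inconclusive = only one of the mean or replicate conditions met; inactive = mean below 8% and not both replicates reaching 8%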;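 note: cells transiently co-express mutant CFTR-F508del with the halide-sensitive YFP; corrector assay measuring rescue of mutant channel to the surface after 24 h compound exposure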
The depositor's hits bear a star; ? = inconclusive; . = not tested or not shown; & = joins results of further samples. This is a random part of the collection; about 3.7% have a hit in one of these screens.

mol,INS-1E GSIS act,CASP6 VEID inh,E-sel inducer,RAD54 inh,CFTR F508del cor,RAD52 inh,XiGFP reactiv,DENV2 CPE
CC(=O)c1ccc(OCCCOc2cccc3cccnc23)cc1,-12.5,-0.3,.,-0.6,0.0,-3.6,0.0,0.6
Nc1ccc2nc(CCCCCCCCc3nc4ccc(N)cc4[nH]3)[nH]c2c1,39.3,-5.7,.,.,-2.1,3.6,0.0,2.4
C=CCSc1nsc(NC(=O)Nc2cccc(C(C)=O)c2)n1,-4.4,-1.5,-2.5,-5.4,-0.3,-23.7,1.0,-14.0
O=C(C[n+]1ccccc1)Nc1ccccc1C(F)(F)F,.,-3.9,?,-10.1,-0.7,-7.6,0.0,-1.7
Cn1cnc([N+](=O)[O-])c1Sc1n[nH]c(N)n1,4.1,-0.8,0.0,2.4,-1.3,-4.4,0.2,-1.6
NS(=O)(=O)c1cccc(NC(=O)/C=C/c2cccs2)c1,8.8,-0.1,9.4,.,2.1,-20.0,0.5,-10.7
CO[C@@H]1CN(C)C(=O)c2cc(NC(=O)C3CC3)ccc2OC[C@@H](C)N(C(=O)c2ccccn2)C[C@H]1C,3.3,.,-0.4,.,0.6,.,-0.2,.
Cc1nnc(SCC(=O)NCC2COc3ccccc3O2)s1 (centres undefined),15.0,0.0,.,1.7,-0.5,-7.5,1.6,-3.9
Cc1cc(/C=N/NC(=O)c2cccnc2)c(C)n1CC(C)C,14.3,1.8,1.0,.,-4.0,-12.7,0.2,2.2
Cc1ccc(S(=O)(=O)N2CCCOC2CNC(=O)C(=O)NCc2ccc3c(c2)OCO3)cc1 (centres undefined),-4.8,1.2,.,-2.8,-1.4,-25.4,0.3,4.8
Nc1cc(=O)[nH]c(SCC(=O)Nc2ccc(S(=O)(=O)N3CCOCC3)cc2)n1,4.6,-0.5,.,-6.9,-0.3,-11.8,.,-0.6
COc1ccccc1N1C(=O)S/C(=C\c2cccs2)C1=O,7.7,-0.4,.,-1.1,-0.6,-23.1,0.0,-3.9
Cc1cc2c(SCc3ccccc3Cl)nc(N)nc2nc1C,20.7,0.6,87.8*,-15.7,-1.2,-277.2,6.0,-12.1
CCOC(=O)C(C)Sc1nnc(CSc2nc3nc(C)cc(C)n3n2)o1 (centres undefined),26.2,.,-0.5,-0.6,.,.,-0.1,.
O=C(C[C@H]1C=C[C@@H](NC(=O)CN2CCOCC2)[C@@H](CO)O1)NC1CCC1,12.0,1.6,0.0,4.7,-1.1,-11.1,-1.3,-12.4
COc1cc(C(C)=O)ccc1OCC(=O)NC(=O)Nc1ccc(C)cc1C,18.0,-1.3,0.3,0.2,1.6,1.0,0.4,-6.4
C[C@H](CO)N1C[C@H](C)[C@H](CN(C)C(=O)c2ccccc2)Oc2cc(C#CC3CC3)ccc2S1(=O)=O,-12.6,-0.7,-0.1,1.2,-0.8,15.6,-0.9,4.9
C[C@H](NC(=O)C[C@H]1CC[C@H](NC(=O)C2CCOCC2)[C@H](CO)O1)c1ccccc1,1.5,-0.8,0.1,4.5,2.5,-3.7,0.2,11.4
Cc1ccc(S(=O)(=O)N2CCN(C(=O)CCC(=O)Nc3ccc(Br)c(C)c3)CC2)cc1,-40.4,9.1,-0.5,-7.8,-0.9,-17.7,0.5,-0.8
COc1ccc(CC(=O)NCCS(=O)(=O)N2CCN(c3ccccc3)CC2)cc1,1.2,1.0,-0.2,13.9,-0.5,-10.4,0.0,-0.9
C[C@@H]1CN([C@H](C)CO)C(=O)c2cc(NC(=O)Cn3cnnn3)ccc2O[C@@H]1CN(C)S(=O)(=O)c1ccc(Cl)cc1,16.2,3.3,-0.3,.,-0.2,11.3,5.7,-7.0
CC(=O)c1cccc(-c2ccc3c(c2)C(C)(Cc2ccccc2F)C(=O)N3)c1 (centres undefined),-40.7,0.7,0.8,-1.5,-5.6,-7.4,-0.2,?
CCCCCCn1c(=O)n2n(c1=O)[C@@H]1CN(S(=O)(=O)c3ccc(C)cc3)C[C@]1(O)[C@@H](OC(=O)NCC1CCCCC1)C2,-32.2,1.8,0.0,-9.8,3.8,-13.5,0.1,3.8
O=C(Nc1ccc2c(c1)[C@@H]1C[C@H](CC(=O)N3CCOCC3)O[C@H](CO)[C@@H]1O2)c1cccnc1,3.6,-0.6,0.0,-3.8,1.7,-8.6,0.1,8.1
O=C(c1ccccn1)N1CC2(C1)[C@@H](c1ccccc1)[C@@H](CO)N2Cc1ccc(F)cc1,2.5,0.8,7.7,.,-0.1,-17.4,0.0,17.1
Cc1nc(C(Cl)(Cl)Cl)nc2[nH]ccc(=O)c12,130.0*,11.3,.,.,-3.5,-30.9,0.0,0.5
COc1ccc(NC(=O)C(CC(=O)O)Cc2ccc(C)cc2)cc1 (centres undefined),-1.8,-4.9,.,.,2.9,-13.7,0.3,-1.4
Cc1ccc(CC(=O)Nc2ccc(S(=O)(=O)Nc3nccc(C)n3)cc2)cc1,-14.4,-0.8,1.2,2.1,-3.7,-10.6,0.0,3.6
O=C(CSc1ncc(-c2ccc(F)cc2)[nH]1)N1CCCCC1,14.5,6.6,.,1.5,-3.7,17.9,.,6.9
CC(C)NC(=O)Nc1ccc2c(c1)C(=O)N([C@@H](C)CO)C[C@@H](C)[C@H](CN(C)CC1CC1)OCCCC[C@@H](C)O2,-6.0,-1.8,4.2,9.0,-0.3,-18.9,-0.2,4.4
O=C1c2ccccc2C(c2nnnn2-c2ccc3c(c2)OCCO3)N1Cc1ccc2c(c1)OCO2 (centres undefined),-1.6,1.2,?,.,-3.7,-3.1,0.0,-6.8
O=C(Cn1cc(C(F)(F)F)ccc1=O)Nc1cccc(S(=O)(=O)N2CCOCC2)c1,-1.0,0.0,0.0,-5.1,.,-16.6,0.2,.
Nc1nc(SCc2ccc(Cl)cc2Cl)nc2nc3c(cc12)CCCC3,.,-2.6,.,.,.,-12.2,-0.1,-2.4
Cc1cc(C)cc(NC(=O)CSc2nc3c(c(=O)[nH]2)CN(Cc2ccc(F)cc2)CC3)c1,1.1,-1.2,.,.,-0.4,-19.4,0.0,-3.0
C/C=C/c1ccc([C@H]2[C@H](CO)N3CCCCN(C(=O)Nc4ccc(F)cc4)C[C@@H]23)cc1,-19.3,1.0,0.2,3.2,1.7,22.5,0.4,?
Cc1cc(C)c2c(=O)[nH]c(SCC(=O)Nc3ccc(Br)cc3)nc2n1,19.9,-1.3,.,4.7,-0.6,-17.3,0.0,0.6
CCOC(=O)C1CCN(CC(O)COCc2ccc(Cl)cc2)CC1 (centres undefined),.,-5.9,.,-13.7,-0.3,-0.2,0.4,3.5
C=CCn1c(=O)c(C(=O)NC2CC2)c(O)c2cc(OC)c(OC)cc21,-0.2,-0.7,0.4,-2.1,-0.5,-11.8,0.2,4.0
C[C@@H](NC(=O)C[C@H]1CC[C@H](NC(=O)CN2CCOCC2)[C@H](CO)O1)c1ccccc1,-10.2,0.8,0.0,1.7,0.6,-9.3,0.1,16.5
C[C@H]1CN([C@@H](C)CO)C(=O)c2c(c3ccccc3n2C)-c2ccccc2CO[C@H]1CN(C)C(=O)NC1CCCCC1,12.9,0.5,-0.2,1.3,-2.5,14.7,0.3,1.5
CC(=O)Nc1ccc(N=Nc2c(C)[nH]n(C(N)=S)c2=O)cc1,-2.5,0.4,.,.,0.6,-55.1,0.2,-0.8
CCCc1ccc2oc(C(=O)N3CCC[C@H]3CO)c(C)c2c1,-8.2,-0.1,.,-7.2,1.4,-5.8,0.0,-0.1
Cc1noc(C)c1S(=O)(=O)N(C)C[C@H]1OCc2cn(nn2)CCCC(=O)N([C@H](C)CO)C[C@@H]1C,-5.1&-4.5,0.7&-0.7,0.1,-6.7&-0.7,-1.1&-1.4,-4.1&6.5,-0.1&0.1,-4.1&3.8
CC(=O)N1CCC(N(CCN2CCOCC2)C(=S)Nc2cc(C)cc(C)c2)CC1,-12.4,2.5,7.1,5.7,0.5,-9.9,.,5.2
COc1ccc(C=O)cc1OC(=O)N1CCOCC1,2.5,-1.6,.,.,-1.5,-13.9,0.0,-6.5
O=C(N/N=C/c1c(Cl)cccc1Cl)c1cccc(F)c1,14.7,-2.5,.,.,-1.8,-15.9,.,-2.0
Cc1cc(O)c(C(C)C)cc1N=Nc1ccccc1C(=O)O,-52.5,4.8,-0.1,-4.4,-1.6,-49.9,0.3,0.7
CN(c1ccccc1)S(=O)(=O)c1cccc(NC(=O)Cc2ccc(Cl)cc2)c1,-52.1,-0.7,-0.3,2.8,-0.2,-9.8,0.1,2.8
CC1(C)CN(c2ccc(Br)cc2Br)C1=O,6.1,-1.5,.,.,-5.1,-13.4,0.0,?
CC(OC(=O)c1cc(S(=O)(=O)N2CCOCC2)ccc1Br)C(=O)N1CCOCC1 (centres undefined),-3.1,-0.9,.,-6.1,-2.9,-0.2,-0.1,-11.0
C[C@@H]1CN([C@@H](C)CO)C(=O)Cc2cc(NC(=O)CCCCCC(=O)Nc3ccccc3N)ccc2O[C@H]1CN(C)CC1CC1,49.9,0.0,0.0,.,0.9,29.4,-0.2,21.2*
CN(C)c1ccc(C=Cc2cnccn2)cc1,.,-2.3,-0.6,-11.5,-1.0,-50.8,0.0,2.0
COc1ccc(OC)c(/C=N/NC(=O)c2cc3c(OC)cccc3[nH]2)c1,-9.8,2.6,-0.4,.,-1.4,1.6,-0.1,5.4
COCC(=O)N1[C@H](CO)[C@H](c2ccc(-c3ccccc3OC)cc2)C12CN(C(C)=O)C2,-2.8,1.1,0.4,.,-0.9,-23.8,0.0,12.6
CCCC1CC(CSc2ncn[nH]2)OC1=O (centres undefined),3.9,-8.3,.,5.0,-0.3,-5.0,0.0,?
Cc1ccc(C(=O)N2CCCC(CCC(=O)NCc3ccc(F)c(F)c3)C2)cn1 (centres undefined),-6.8,0.5,.,12.6,2.1,3.0,0.0,-4.7
CC1(C)C2CCC1(C)C(OCCNCCOC(=O)Nc1ccccc1)C2 (centres undefined),-50.8,4.4,.,-4.7,-2.8,1.2,-0.1,-4.0
CCCNC(=O)c1cc2c(c(-c3cccc(-c4cc5ccccc5o4)c3)n1)[C@@H](CCO)N(C(=O)NC(C)C)C2,-7.2&6.3,1.5&-0.9,-0.1&0.1,.,2.5&1.9,-2.3&-16.1,0.5&0.5,?
Cc1noc(C)c1NC(=O)Nc1cccc2c1O[C@H](CN(C)S(C)(=O)=O)[C@@H](C)CN([C@@H](C)CO)C2=O,18.2,2.3,-3.4,0.1,2.1,1.1,-0.1,5.5
O=C(/C=C/c1ccc(S(=O)(=O)N2CCOCC2)cc1)NC(=S)Nc1ccc(Cl)cc1Cl,0.5,-6.3,.,.,-0.5,-9.7,0.2,-6.9
CCOc1ccc(OCCCC(=O)ON=C(N)c2ccccc2C)cc1,-40.6,-5.8,.,5.3,0.5,-0.4,0.0,1.1
CCN(CC(=O)NCc1cccs1)C(=O)CCOc1ccccc1,-10.2,-2.0,0.1,-15.7,2.8,-18.1,0.0,-3.7
